sEH inh – soluble epoxide hydrolase inhibitors, primary screen, biochemical, human sEH. Bifunctional epoxide hydrolase 2 (Homo sapiens), P34913. actives 0.34% (n = 91,000). inhibition, % at 2 µM. recombinant human sEH enzymatic activity assay; in the data active = inhibition above about 80%; also: values of inactives mirror those of a sister screen read the other way; many of its hits are not listed in these tables
Target sequence (P34913 whole entry, looked up): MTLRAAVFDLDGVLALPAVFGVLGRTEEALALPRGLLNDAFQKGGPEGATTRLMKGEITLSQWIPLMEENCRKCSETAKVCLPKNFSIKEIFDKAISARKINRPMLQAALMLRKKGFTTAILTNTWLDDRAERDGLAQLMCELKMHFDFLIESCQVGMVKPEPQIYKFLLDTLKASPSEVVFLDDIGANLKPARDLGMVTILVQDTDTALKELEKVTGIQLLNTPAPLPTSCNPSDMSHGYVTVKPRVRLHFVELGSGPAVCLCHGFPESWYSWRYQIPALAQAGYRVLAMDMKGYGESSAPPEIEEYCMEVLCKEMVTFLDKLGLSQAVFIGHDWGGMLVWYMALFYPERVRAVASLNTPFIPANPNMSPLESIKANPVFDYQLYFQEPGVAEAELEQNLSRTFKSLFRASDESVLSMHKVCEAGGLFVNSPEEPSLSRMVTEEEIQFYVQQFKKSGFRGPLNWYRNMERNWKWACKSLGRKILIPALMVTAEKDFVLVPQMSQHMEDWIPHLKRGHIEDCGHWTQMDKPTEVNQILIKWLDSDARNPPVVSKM
E coli WT exp – growth inhibitors of wild-type E. coli, primary screen, strain BW25113, expanded library, OD600; OD600 absorbance; growth inhibition, % at 100 µM; actives 0.15% (n = 98,000);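 active = growth inhibition above about 50% at one test dose, limit read from the data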;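 also: growth measured after 20 h incubation at 37 °C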
S1P2 agonist – S1P2 receptor agonists, primary screen, cell-based. Sphingosine 1-phosphate receptor 2 (Homo sapiens), O95136. S1P2-expressing cell line, agonist reporter read-out. activation, % at 4.5 µM. actives 0.46% (n = 97,000). AID 729, 2007; in the data active = activation above about 16%;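 also: 0% = vehicle low control and 100% = maximal reference agonist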
Target sequence (O95136 whole entry, looked up): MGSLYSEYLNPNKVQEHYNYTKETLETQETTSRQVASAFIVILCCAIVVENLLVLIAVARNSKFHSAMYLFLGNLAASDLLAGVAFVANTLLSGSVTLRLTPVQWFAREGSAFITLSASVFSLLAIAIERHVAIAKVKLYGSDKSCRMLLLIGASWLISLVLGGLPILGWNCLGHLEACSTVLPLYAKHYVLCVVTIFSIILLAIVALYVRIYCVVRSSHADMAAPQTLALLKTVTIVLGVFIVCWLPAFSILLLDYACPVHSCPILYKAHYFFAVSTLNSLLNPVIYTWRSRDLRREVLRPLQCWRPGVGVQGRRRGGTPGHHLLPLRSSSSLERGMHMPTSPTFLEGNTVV
PostGolgi yeast – phenotypic screen on post-Golgi transport, primary screen; inhibition, % at 10 µM; post-Golgi transport phenotypic cell assay; AID 739, 2007; actives 0.9% (n = 98,000);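 also: yeast cells grown in 1536-well plates; yeast grown about 18 h at 30C before absorbance read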
S1P2 blocker – human S1P2 receptor antagonists, primary screen, cell-based; actives 0.21% (n = 97,000); cell-based S1P2 antagonist assay, inhibition at 5 uM; Sphingosine 1-phosphate receptor 2 (Homo sapiens), O95136; inhibition, % at 5 µM; in the data active = inhibition above about 45%;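 also: CRE beta-lactamase reporter cells expressing human S1P2 stimulated with S1P; 0% = agonist at EC80 alone and 100% = agonist plus reference antagonist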
Mac1 fbg inh – inhibitors of CD11b/CD18 adhesion to fibrinogen, primary screen, K562 cells, luminescence. actives 0.54% (n = 93,000). Integrin beta-2 (Homo sapiens) + Integrin alpha-M (Homo sapiens), P05107+P11215. ATPlite luminescence; Mn2+ added to activate the integrin. inhibition, % at 10 µM;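 active = primary inhibition of 50% or more at 10 µM, then 40% or more on retest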; also: some results filed as inactive read as strong as hits
PostGolgi ctrl – growth inhibition of yeast control strain, primary screen, counter-screen for post-Golgi transport modulator project; AID 738, 2007; efflux-deficient yeast background strain, growth absorbance A615, 16 h; actives 5% (n = 98,000); inhibition, % at 10 µM
sEH activator – soluble epoxide hydrolase activators, primary screen, biochemical, human sEH. actives 0.04% (n = 91,000). AID 717, 2007. activation, % at 2 µM. purified human sEH enzymatic activity, activator screen; in the data active = activation above about 37%; also: values of inactives mirror those of a sister screen read the other way
PLAP act – PLAP enzyme activators, biochemical, luminescence, HTS; Alkaline phosphatase, placental type (Homo sapiens), P05187; purified PLAP enzyme, luminescent substrate read-out; active compounds read high; activation fold at 20 µM; actives 1.2% (n = 96,000); in the data active = activation fold above about 2
The depositor's hits bear a star; / = no result given. Rule as the data show it, unless noted: active = inhibition above about 30%; inactive = the rest.

SMILES	sEH inh	E coli WT exp	S1P2 agonist	PostGolgi yeast	S1P2 blocker	Mac1 fbg inh	PostGolgi ctrl	sEH activator	PLAP act
COC(=O)C(NC(=O)c1ccccc1)(Nc1cc(C)cc(C)n1)C(F)(F)F (stereo not drawn)	7	/	-5	/	6	/	/	-5	/
CN1C(=O)C2(C(C#N)=C(N)N(c3ccc(Cl)cc3)C3=C2C(=O)CC(C)(C)C3)c2ccccc21 (stereo not drawn)	14	9	-10	12	-4	-7	7	-11	1.8
CCOc1ccc(CCNS(=O)(=O)c2cccc3nsnc23)cc1OCC	2	-4	-2	19	-23	-20	7	0	1.4
COc1ccc(C(N)=O)cc1N	-24	2	-4	-2	-4	-4	-3	27	1
Cc1cccn2c(=O)c3cc(C#N)c(=O)n(-c4c(C)n(C)n(-c5ccccc5)c4=O)c3nc12	/	-2	/	-2	/	-2	6	/	1.3
Cc1ccc(Cn2ccc(NC(=O)c3noc4c3CCCC4)n2)cc1	/	0	/	8	/	-9	19	/	0.9
COCc1ccc(O)c2ncccc12	7	26	1	2	6	-42	13	-7	1.7
CCOCC(=O)Nc1ccccc1C(=O)OCC	-10	-5	-3	-3	-11	-5	1	12	0.9
Cc1c(C(=O)N2CCCCCC2)oc2ccccc12	0	-8	1	-3	-1	1	5	1	1.1
CC1(C)Cc2c(c(N3CCOCC3)nc3sc(-c4ccc(C(=O)O)o4)c(N)c23)CO1	-8	-7	-1	-5	12	/	5	7	/
C=CCn1c(SCC(=O)Nc2ccc3c(c2)OCO3)nnc1-c1ccccc1O	32	2	-8	-4	-2	/	1	-30	1.1
CCn1c(SCc2nc3ccccc3nc2C)nnc1-c1cccs1	-3	11	4	-3	-3	5	4	4	0.9
O=C(NCC1CCCO1)C1CCCN(S(=O)(=O)c2cccc3nsnc23)C1 (stereo not drawn)	12	-1	-5	10	5	-2	2	-10	1
COC(=O)C1C(O)=C(C=NCc2ccccc2)C(=O)CC1(C)C (stereo not drawn)	-5	12	-2	5	2	/	-6	7	1.2
Cc1ccc(C)c(N2CCN(C(=O)CCNC(=O)Cn3ccc4ccccc4c3=O)CC2)c1	-7	-5	-4	0	16	-16	4	6	1.1
Cc1nn(C(C)c2n[nH]c(=S)n2-c2ccc(F)cc2)c(C)c1[N+](=O)[O-] (stereo not drawn)	0	/	-5	/	8	/	/	6	/
COc1ccc(NC(=O)CC#N)cc1OC	-11	4	-6	-3	3	/	13	11	1.1
O=C(CSc1ncn[nH]1)Nc1cccc2ccccc12	-9	3	-1	-17	9	5	-9	5	1.1
O=C(O)CSCc1ccc(Cl)cc1	-6	-8	-2	-4	-25	-9	-2	10	1.1
CC1Cn2c(nnc2-c2cccc(Cl)c2)S1 (stereo not drawn)	-2	0	-12	3	8	/	13	2	/
COc1ccc(C2C=C(c3ccc(C)cc3)Nc3ncnn32)cc1 (stereo not drawn)	-13	0	-7	1	20	11	7	16	1.3
COc1cc(CCC(=O)Nc2cc(Cl)ccc2N2CCN(C)CC2)cc(OC)c1OC	13	-3	-6	-3	-3	/	-3	-11	1.5
O=C(NC(=O)N1CCN(c2ccccc2)CC1)c1ccc(Cl)cc1	0	/	-6	/	4	/	/	1	/
CC(C)n1c(NCc2cccs2)nc2ccccc21	/	11	-3	-5	17	-7	0	/	0.9
CCn1c(CNC(=O)COc2ccc(C(C)C)cc2)nnc1SCC(=O)Nc1ccc(F)cc1	69	2	-3	7	5	7	14	-69	1.7
COc1ccc(C(c2sc3nc(C)nn3c2O)N2CCC(C(N)=O)CC2)cc1OC (stereo not drawn)	/	4	/	-4	/	-1	2	/	1.4
CC(C)(C)NC(=O)CSc1nncn1NCc1ccccc1	8	5	0	11	10	-12	-13	-8	0.8
Cc1cc(Br)ccc1NC(=O)CNC(=O)CSc1n[nH]c(N)n1	-6	4	0	-7	1	-16	14	5	1.9
CC(C)(C)OC(=O)N[C@H](Cc1ccccc1)C(=O)N1CCC(C(=O)O)CC1	15	1	0	0	4	11	0	-16	1
COc1ccccc1-n1c(SCC(=O)NC(C)(C)C)nnc1-c1ccco1	18	-8	-6	0	1	/	11	-14	/
CCOc1ccc(NC(=O)c2ccccc2CO)cc1	-14	3	-7	1	8	6	13	15	1
CC(C)C(CC(=O)N1CCCCC1)C1CCOC(C)(C)C1 (stereo not drawn)	-8	/	-5	/	7	/	/	10	/
CC(C)c1cc(C(=O)NCc2cccnc2)no1	0	11	-1	22	14	-8	-7	1	0.9
O=Cc1c(-[n+]2ccccc2)nc([O-])n1-c1ccccc1	-2	-4	1	-4	-11	-3	1	3	1.4
O=C(CC1Oc2ccccc2NC1=O)NC1CCCC1 (stereo not drawn)	/	5	0	15	-6	-5	11	/	0.9
O=C(Cn1c(-c2ccccn2)nc2ccccc21)NCCN1CCOCC1	13	0	-1	14	-6	16	-2	-10	1.2
O=C(CCc1ccc(S(=O)(=O)N2CCOCC2)cc1)Nc1ccc(N2CCOCC2)cc1	-1	-4	0	6	5	5	7	3	1.3
CCC1(C)Cc2c(sc3nnn(CC(=O)Nc4cccc5ccccc45)c(=O)c23)CO1 (stereo not drawn)	14	-9	-2	4	-9	-5	3	-12	0.9
Cc1cc(C)c(C#N)c(SCc2ccccc2C(=O)O)n1	-5	1	-8	-15	-4	10	-1	3	1.1
CCOC(=O)C1=C(C)N=C2SC(C)C(=O)N2C1c1cccc(F)c1 (stereo not drawn)	-10	-3	1	-9	-20	4	9	8	1.1
O=C(CCSc1nnc(-c2ccncc2)o1)Nc1ccc(Cl)cc1	/	-11	-8	102*	30	-4	99*	/	0.8
CCNc1nc(NC(C)C)nc(N(C#N)CCOc2ccc(Cl)cc2Cl)n1	6	-11	-2	10	-15	28	39*	-6	1.2
O=C1C(=O)N(Cc2cccnc2)C(c2ccccn2)/C1=C(/O)c1ccccc1 (stereo not drawn)	-11	14	-6	-2	12	-4	0	11	1
Cc1cc(NC(=O)CSc2nc3ccsc3c(=O)n2CCCCC(=O)O)no1	-6	-2	-2	2	-2	/	3	8	1.1
CCN(CC)c1ccc2cc(-c3nc4ccccc4n3C)c(=O)oc2c1	-25	-7	3	-6	69*	-4	2	27	1.7
O=C(NC1CCCc2ccccc21)c1ccc(Cl)nc1 (stereo not drawn)	10	2	-4	2	-10	-13	2	-7	0.8
CC(C)CCN1C(=O)c2ccc(C(=O)NCC3CCCO3)cc2C1=O (stereo not drawn)	2	5	1	-5	-10	9	19	1	1.1
CC(C)CC(=O)Nc1nnn(C)n1	22	-4	-7	2	-17	-2	2	-23	1.1
Cc1ccnc(NS(=O)(=O)c2ccc(NC(=O)c3c(-c4ccccc4Cl)noc3C)cc2)n1	8	/	-4	/	-7	/	/	-8	/
Cc1cccc(NC(=O)C2CCN(S(=O)(=O)c3cccc4nsnc34)CC2)n1	5	1	-4	-2	4	/	-9	-7	1.1
Cc1ccc(SCC(=O)Nc2ccccc2C(=O)O)cc1	8	-2	-3	3	-2	-15	5	-8	1.1
NC(=O)c1ccccc1N/C=C/C(=O)c1ccccc1	3	1	1	6	-8	36	2	1	1
CCCCN1C(=O)C2C(c3ccc(OC)cc3O)NC(CC(C)C)(C(=O)O)C2C1=O (stereo not drawn)	-8	-3	-2	-6	3	-2	6	8	1.3
O=C(CNS(=O)(=O)c1ccccc1Br)OCC(=O)N1CCc2ccccc21	-9	0	-2	4	-8	-33	-5	10	0.9
Cc1cc(=O)oc(C)c1C(=O)NCCC(C)C	2	8	-3	-1	3	-23	5	-1	1.1
COc1ccc(-n2ncc3c(NCc4ccccn4)ncnc32)cc1	/	10	/	0	/	-2	-4	/	0.9
Cc1c(C(=O)NC2CCCc3ccccc32)oc2ccc(S(=O)(=O)N3CCCC3)cc12 (stereo not drawn)	1	4	-4	-1	3	-5	6	1	1
O=c1c(/C=N/Nc2ccccc2)c(Sc2nnnn2-c2ccccc2)nc2ccccn12	-2	-20	0	2	-1	-3	19	0	0.7
O=C(CNC(=O)/C(=C\c1ccc(F)cc1)NC(=O)c1ccccc1)OCc1ccccc1	8	-3	-4	5	-10	/	3	-10	0.7
O=C(CSc1nc2cc(Cl)ccc2s1)c1cc2ccccc2o1	8	-4	-2	1	6	19	11	-6	1.1

A second format for part of the listing above.
Order of values – sEH inh, E coli WT exp, S1P2 agonist, PostGolgi yeast, S1P2 blocker, Mac1 fbg inh, PostGolgi ctrl, sEH activator, PLAP act
- O=C(CC1Oc2ccccc2NC1=O)NC1CCCC1 (stereo not drawn)
  /, 5, 0, 15, -6, -5, 11, /, 0.9
- O=C(Cn1c(-c2ccccn2)nc2ccccc21)NCCN1CCOCC1
  13, 0, -1, 14, -6, 16, -2, -10, 1.2
- O=C(CCc1ccc(S(=O)(=O)N2CCOCC2)cc1)Nc1ccc(N2CCOCC2)cc1
  -1, -4, 0, 6, 5, 5, 7, 3, 1.3
- CCC1(C)Cc2c(sc3nnn(CC(=O)Nc4cccc5ccccc45)c(=O)c23)CO1 (stereo not drawn)
  14, -9, -2, 4, -9, -5, 3, -12, 0.9
- Cc1cc(C)c(C#N)c(SCc2ccccc2C(=O)O)n1
  -5, 1, -8, -15, -4, 10, -1, 3, 1.1
- CCOC(=O)C1=C(C)N=C2SC(C)C(=O)N2C1c1cccc(F)c1 (stereo not drawn)
  -10, -3, 1, -9, -20, 4, 9, 8, 1.1
- O=C(CCSc1nnc(-c2ccncc2)o1)Nc1ccc(Cl)cc1
  /, -11, -8, 102*, 30, -4, 99*, /, 0.8

Continued:
SMILES	sEH inh	E coli WT exp	S1P2 agonist	PostGolgi yeast	S1P2 blocker	Mac1 fbg inh	PostGolgi ctrl	sEH activator	PLAP act
COc1ccc(Cl)cc1NC(=O)c1ccoc1C	-4	-8	-4	-1	3	4	1	5	0.9
CS/C(=N\S(=O)(=O)c1ccc(Cl)cc1)c1ccccc1	-5	-5	-4	2	4	3	-2	5	0.7
CCOC(=O)Cc1csc(NC(=O)CSc2nnc(-c3ccncc3)n2Cc2ccco2)n1	-3	/	2	/	7	/	/	3	/
CCN(CC)C(=O)CSc1ccccc1N	-16	-3	-11	4	2	-20	-1	16	1
CCOc1ccc(-c2nnn(CC#N)n2)cc1OC	3	/	-4	/	8	/	/	-5	/
Cc1nn(Cc2ccccc2Cl)c(C)c1N	-12	-3	0	7	5	/	8	14	0.9
COc1cccc(NC(=O)C2CCN(c3ncccn3)CC2)c1	21	3	-4	-11	2	-6	-4	-20	1
COCCn1c(SCc2ccc(C(=O)OC)o2)nc2ccccc2c1=O	12	2	-8	-3	0	8	20	-14	1.5
Cc1ccc2c(CSc3nnc(C4CC4)n3N)cc(=O)oc2c1	/	-5	/	0	/	-6	-7	/	1.1
CCc1cc2ccccc2nc1SCC(=O)Nc1cc(C)on1	2	-8	-3	8	2	-1	-8	-2	1
CCOc1ccc(C(=O)N/N=C/c2cccc3cccnc23)cc1	34	-1	-1	5	17	/	-2	-34	1.6
O=S(=O)(NCc1ccccn1)c1ccc(F)cc1	-13	4	-1	1	-2	-13	-1	11	1.3
COc1ccc(-n2ncc3c(N4CCN(c5cc(C)ccc5C)CC4)ncnc32)cc1	/	-6	-5	-5	7	-6	15	/	0.9
c1ccc(-n2ncc3c2ncn2nnnc32)cc1	11	-5	-6	-1	3	-5	0	-12	1.1
CCn1c(NCc2ccccn2)nc2ccccc21	-2	/	-2	/	10	/	/	3	/
COc1ccc(CCNC(=O)CSc2nnc(CNc3ccc(Cl)cc3)o2)cc1OC	-11	-7	-5	-4	19	/	6	8	/
Cc1cc2c(cc(C(=O)OCC(=O)NCc3ccco3)n2C)s1	0	-9	-4	-4	8	/	5	-1	1.1
CCOc1ccccc1OCCCC(=O)Nc1ccc(OC)nc1	/	6	/	-8	/	/	0	/	1.1
Cn1c(=O)oc2ccc(C(=O)CSc3nnnn3-c3ccccc3)cc21	-10	-12	-2	12	-7	-14	-4	11	1
CN(CC(O)COc1ccc(OCC(O)CN(C)C2CCCCC2)cc1)C1CCCCC1 (stereo not drawn)	-4	0	-1	4	-31	-5	4	2	1.7
O=C(CN1CCOCC1)Nc1ccc(NC(=O)CN2CCOCC2)c(Cl)c1	/	6	/	1	/	-9	3	/	1
COc1ccc(CN2CCSCC2)cc1O	-11	-8	-5	-4	14	-4	2	9	1.1
